# NCI-60 one-dose screen, 48 h, at 10 µM unless noted. Numbers give growth in % (100 = growth as untreated, 0 = no growth, -100 = all killed).
# HL-60(TB): HL-60(TB) leukemia cells; 9% of 78,000 active; active means growth percent below 10
# Active calls of the source: *; & = joins results of further samples; [ ] = another dose, or the depositor's remark.
SMILES,HL-60(TB)
CCCCNC(=O)Oc1ccc2c(=O)c3sc4c(=O)c5ccccc5c(=O)c4c3c(=O)c2c1,-43.3*
Cc1c([C@H](C)[C@@H]2NC[C@@H](C)C[C@H]2O)ccc2c1C[C@H]1[C@H]2CC=C2C[C@@H](O)CC[C@@]21C,95.7
O=C1NC(=O)C(c2ccccc2)(c2ccccc2)N1Cc1cn(-c2c3ccccc3nc3ccccc23)nn1,73.3
O=S(Nc1ccccc1)c1ccc(N2CCOCC2)cc1 (stereo unspecified),83.4
O=C1OC(c2nc3ccccc3s2)=C/C1=C\c1ccccc1Cl,120.2
CCOC(=O)c1c(C)nc2ccccc2c1/C=C/c1ccc(C)cc1,82.7
O=S(=O)(O)CS(=O)(=O)OCCCl,99.2
CCN(CC)CCn1ncc(Sc2cc([N+](=O)[O-])ccc2N)c(Cl)c1=O,47.7
N/C(=N\c1nc2ccccc2s1)NC(=O)Nc1ccccc1,12.8
CCN1CCN(CCCNc2nccc(-c3cn(-c4ccccc4)nc3-c3ccc(Cl)c(OC)c3)n2)S1(=O)=O,96.5
Cc1ccc(-c2nn3c(nc2=O)-c2ccccc2N2C(=O)CCCC23C)cc1 (stereo unspecified),86.1
N[C@H](C(=O)O)[C@@H]1CC(Cl)=NO1,34.9[20 µM]
O=C(N1c2ccc(F)cc2[C@H]2C=CC[C@H]2[C@H]1C[P+](c1ccccc1)(c1ccccc1)c1ccccc1)C(F)(F)F,85.8
Nc1nc2c(ncn2[C@@H]2O[C@H](CSSC[C@H]3O[C@@H](n4cnc5c(=O)[nH]c(N)nc54)[C@H](O)[C@@H]3O)[C@@H](O)[C@H]2O)c(=O)[nH]1,100.6
C=CCn1cc(C2=C(c3cccc4ccccc34)C(=O)N(O)C2=O)c2cc(Br)ccc21,104.9
O=CN1N=C(c2ccc(Nc3ccnc4cc(Cl)ccc34)cc2)CC1c1ccccc1 (stereo unspecified),-25.8*
Cc1ccc(S(=O)(=O)N(C)Cc2ccccc2)cc1,99.7
CC[C@H](C)[C@H](NC(=O)[C@H]1CCCCN1C)C(=O)N(C)[C@H](C[C@@H](O)c1nc(C(=O)N[C@@H](Cc2ccccc2)C[C@H](C)C(=O)O)cs1)C(C)C,9.0*
Clc1ccc(SC2Cc3ccccc3C2)cc1,57.0
CCCC(CC)N(c1ccc(OC)cc1)c1nc(-c2ccc([N+](=O)[O-])cc2)cs1 (stereo unspecified),97.1
Nc1cccc2ncccc12,82.2
O=c1oc2ccc(Br)cc2c(=O)n1-c1ccc(Br)cc1F,-39.1*
Cc1ccc(S(=O)(=O)Nc2ccc(I)cc2)cc1,98.0
CSCc1cnc(C2OCCO2)s1,108.8
O=c1c2cc(Cl)ccc2oc2ccc(OCCCCCCN3CCCCC3)cc12,79.0
Cn1c(=O)c2c(nc3n2CCCN3CCc2ccccn2)n(C)c1=O,109.8
CCC(c1ccc2cc(OC)ccc2c1)C(C)(C)C(=O)F (stereo unspecified),85.7
COc1ccc(-c2cnnn2-c2cc(OC)c3c(c2)OCO3)cc1,-32.0*
COc1cc([C@H](C)c2ccc3ccccc3c2)cc(OC)c1OC,-5.9*
CSc1nc(=O)[nH]nc1SCc1ccccc1,82.1
COCCOC(=O)COc1ccc(OC)cc1,90.7
O=C(N/N=C(\CS(=O)(=O)c1ccccc1)c1cc2cc(Br)ccc2oc1=O)c1ccccc1,119.2
O=C(O)C(O)c1ccccc1 (stereo unspecified),97.3
O=C1CN(Cc2ccc(C(=O)NO)cc2)C(=O)[C@@H](Cc2ccccc2)N1,129.9
O[C@H]1CCC[C@H]1NCc1ccnc2cc(Cl)ccc12,94.5
CNc1nc2c(s1)C(c1ccc(OC)cc1)CC(=O)N2 (stereo unspecified),97.6
Cc1nn(-c2ccccc2)c2c1-c1ccccc1CO2,96.7
COc1cccc(Cn2cc(C(=O)Nc3cccnc3Nc3ccc(OC)c(OC)c3)nn2)c1,104.5
CCCCCN(CCCCC)CC(O)c1cc(C)ccc1Cl (stereo unspecified),124.0
CCCCCC(=O)C(C)=O,98.1
Cc1ccc(S(=O)(=O)Oc2ccc(Br)cc2)cc1,53.7
C=CCC(=O)N[C@H](/C=C/C(=O)O)Cc1ccc(-c2cc(Cl)cc(Cl)c2)cc1,100.9
COc1cccc(C(=O)Nc2cccc(-c3cn(-c4ccc(S(N)(=O)=O)cc4)nn3)c2)c1,99.2
O=[N+]([O-])c1cccc(-c2nc3sccn3c2-c2ccnc(NCCNS(=O)(=O)c3ccc(Cl)cc3)n2)c1,100.7
CSc1ncnc2c1nnn2C1OC(COC(=O)c2ccccc2)C(OC(=O)c2ccccc2)C1OC(=O)c1ccccc1 (stereo unspecified),96.0
COC(=O)c1cc(-c2ccccc2)[nH]c1N/N=C/c1c(Cl)cccc1Cl,-42.9*
[2H]C([2H])([2H])Oc1ccc2ncc(C#Cc3cncc(C(=O)Nc4ccc(CN5CCN(C)CC5)c(C(F)(F)F)c4)c3)n2n1,-60.4*
O=C(Cn1c(C(=O)c2ccccc2)nc2ccccc21)c1ccc(F)cc1,17.4
COc1ccc(NC(=O)Nc2cc(C(F)(F)F)cc(C(F)(F)F)c2)c(C(=O)O)c1,107.8
CCOC(=O)C1=C(C(=O)OCC)N(c2ccccc2)C(N)=C(C#N)C1c1cc(=O)[nH]c2ccccc12 (stereo unspecified),112.0
NS(=O)(=O)c1ccc(Nc2nc(N/N=C/C=C/c3ccccc3)nc(Nc3ccccc3)n2)cc1,38.6
CCN(CC)CCCC(C)Nc1c(C)cnc2ccc(C)cc12 (stereo unspecified),95.6
O=C(O)c1cc(N=Nc2ccc(-c3ccc(N=Nc4ccc(O)c(N=Nc5ccc(S(=O)(=O)O)c6ccccc56)c4O)cc3)cc2)ccc1O,96.6
COc1ccc(C(=O)C[n+]2cc3ccccc3cc2C)cc1,129.5
Nc1c(C(=O)Nc2ccccc2F)sc2nc3c(cc12)C(=O)CCC3,33.9
C=CCOc1ccc(/C(O)=C2\C(=O)C(=O)N(c3nccs3)C2c2ccccc2F)cc1 (stereo unspecified),81.1
COc1ccc(OC)c(CCn2cncc2-c2c[nH]c3ccc(Cl)cc23)c1,7.1*
Clc1nc2ccccc2nc1Cl,96.5&99.3
O=C(O)c1cc2ccccc2cc1O,131.6
CCCCN(CCCC)CCCN,105.9

# Continuation:
SMILES,HL-60(TB)
CS(=O)(=O)c1ccc(-c2nn(-c3ccccc3)cc2/C=N/NC(=O)c2ccncc2)cc1,81.1
CC(C)OC(=O)CC#N,103.9
CN(C)c1ccc(/C=N\NC(=S)Nc2ccc(F)cc2)cc1,115.1
CCCCCCc1nc2c(c(C)nn2-c2ccccc2)c2c1CCCCC2,107.7
COc1ccccc1[C@H]1C(C(=O)c2ccc(Cl)cc2)C2(N[C@@H]1c1ccccc1)C(=O)Nc1ccc(Cl)cc12 (stereo partly specified),-25.1*
COc1ccc2oc(=O)cc(C3C(C#N)=C(N)Oc4cc(O)ccc43)c2c1 (stereo unspecified),83.7
COC(=O)[C@H](Cc1ccccc1)NC(=O)[C@@H](OC)[C@@H]1Cc2cc3cc(OC4CC(OC5CC(O)C(O)C(C)O5)C(O)C(C)O4)c(C)c(O)c3c(O)c2C(=O)[C@H]1OC1CC(OC2CC(OC3CC(C)(O)C(O)C(C)O3)C(O)C(C)O2)C(O)C(C)O1 (stereo partly specified),-9.1*
COc1cc2nc(SCc3n[nH]c(=S)n3C(=O)c3ccccc3)n(-c3ccc(Cl)cc3)c(=O)c2cc1OC,77.8
c1ccc(Cn2cc3c(c2-c2ccccc2)CCc2cncnc2-3)cc1,73.8
C[n+]1cccc(CC(=O)NO)c1,94.7
COc1cc2nc(-c3ccc(C(F)(F)F)cc3)cc(OCCCNCC3CCCO3)c2cc1OC (stereo unspecified),11.9
Cc1[nH]c(-c2nc3ccccc3[nH]2)c(C)c1C(=O)NCC(C)C,109.8
O=c1cc(N/N=C/c2ccc(Cl)cc2)c2cc(Cl)ccc2[nH]1,101.7
O=C(Cc1ccccc1Nc1c(Cl)cccc1Cl)N/N=C/c1sc(=S)n(-c2cccc(C(F)(F)F)c2)c1O,104.4
COc1ccccc1N=c1scc(C)n1C,102.2
Cn1cc(/C=C\C(=O)O)c2nccnc21,108.7
COc1cc(NC(=O)Cn2c3c(sc2=O)[C@H]2[C@@H](O)[C@@H](O)[C@H](O)[C@@H]2CS3)cc(OC)c1OC,104.1
O=C(/C=C/c1sc(Cl)nc1Cl)c1ccccc1,42.2
COc1cc(C2CC(c3ccc(C)cc3)=NN2C(C)=O)ccc1Oc1ccnc2cc(Cl)ccc12 (stereo unspecified),100.5
COc1ccc(OC)c(/C(C)=N/NC(=O)CSc2nc3ccccc3c(=O)n2CCc2ccc(S(N)(=O)=O)cc2)c1,102.5
O=C1NC(=O)c2c1c1c3ccccc3[nH]c1c1oc3cc(Br)ccc3c21,104.2
COc1cc(C(=O)Nc2ccc3c(c2)OCCO3)cc2c1OCCO2,79.1
CCCCc1ccccc1C(=O)CCN1CC2CCC(CC2)C1,89.4
NS(=O)(=O)c1ccc(-n2cc(CN3C(=O)CN(/N=C/c4ccc([N+](=O)[O-])o4)C3=O)nn2)cc1,100.5
CC(=O)[C@H]1CC[C@H]2[C@@H]3CCC4=CC(=O)CC[C@]4(C)[C@@]3(F)[C@@H](O)C[C@]12C,143.5&84.5
CCN(CC)S(=O)(=O)c1ccc(NC(=O)CSc2nc3ccccc3o2)cc1,84.6
O=Cc1nc2ccccc2[nH]1,98.0
O=C(NCCn1ccnc1)c1ccc(-c2nc3ccc4[nH]ncc4c3c3c2CCCC3)cc1,76.9
N#Cc1ccccc1Cl,93.2
C#Cc1ccccc1NC(=O)c1sc2nc3c(cc2c1N)CCCCC3,99.7
CC(=O)Nc1ccc(-c2cc3c(NCc4cccc(Cl)c4)ncnc3s2)cc1,94.2
O=c1/c(=C/NC2CC2)sc2ncnn12,107.2
O=C(Nc1sc2c(c1C(=O)O)CCCC2)c1ccc(Br)cc1,104.5
Cc1cccc(Cl)c1NC(=O)NCCCN1CCCCC1C (stereo unspecified),111.6[100 µM]
S=C(NCN(C1CCCCC1)C1CCCCC1)C(=S)NCN(C1CCCCC1)C1CCCCC1,91.1
CCC1(CC)SCCNC1=O,100.5
CNc1nc(NC2CCCC2)nc(Sc2ccc(OC)cc2)n1,2.0*[100 µM]
O=C1c2ccccc2C(=O)N1CCO,102.2&100.9
CCOCC(O)c1ccccc1 (stereo unspecified),91.9
CCCCNCc1ccccc1,80.2

# Shown with each value named: entries from further up
COc1cc(C(=O)Nc2ccc3c(c2)OCCO3)cc2c1OCCO2
  HL-60(TB): 79.1

CCCCc1ccccc1C(=O)CCN1CC2CCC(CC2)C1
  HL-60(TB): 89.4

NS(=O)(=O)c1ccc(-n2cc(CN3C(=O)CN(/N=C/c4ccc([N+](=O)[O-])o4)C3=O)nn2)cc1
  HL-60(TB): 100.5

CC(=O)[C@H]1CC[C@H]2[C@@H]3CCC4=CC(=O)CC[C@]4(C)[C@@]3(F)[C@@H](O)C[C@]12C
  HL-60(TB): 143.5&84.5

# The list goes on:
SMILES,HL-60(TB)
CCCn1nc(C(=O)N2CCCCC2)c2c1CCC(NCCc1cccnc1)C2 (stereo unspecified),94.0
CC(=O)Nc1ccc2c(c1)C(=Nc1ccc(C)cc1)c1ccccc1-2,84.5
COC(=O)[C@H](CC(C)C)NC(=O)C1(C)CCC[C@]2(C)[C@H]3C[C@H]4C(C(C)C)=C[C@]3(CC[C@@H]12)[C@@H]1C(=O)OC(=O)[C@@H]14 (stereo partly specified),108.4
O=C(NC(=S)Nc1ccccc1Cl)c1ccccc1,79.6
COc1cccc(NC(=S)NC(Cc2ccccc2)c2ccccc2)c1 (stereo unspecified),92.2&73.8
COc1ccc(C2=CCCCC2)c(OC)c1OC,119.2
Nc1nc2c(ncn2[C@@H]2O[C@H](CS)[C@@H](O)[C@H]2O)c(=O)[nH]1,100.7
COC1=C(C)C(=O)N2[C@@H]1[C@H](c1ccccc1)OC21C=CC(=O)C=C1,-11.2*
O=C(CCc1nnc(Cn2cncn2)o1)c1nc2ccccc2[nH]1,108.4
CC[C@]12C=CCN3CC[C@@]4(c5cc([C@@H]6CCC(=O)N6)c(OC)cc5N(C)[C@H]4[C@@](O)(C(=O)OC)[C@@H]1OC(C)=O)[C@@H]32,101.3
CC(Oc1ccc(Cl)cc1Cl)C(=O)N=Nc1c(O)n(C)c2ccccc12 (stereo unspecified),102.2
Clc1c(Cl)c(Cl)c2n[nH]nc2c1Cl,103.0
CC1C(=O)CC2C3(C)CCC2(C(C)C(=O)O)C(=O)C13 (stereo unspecified),84.5
O=c1cc(CNc2cc(F)cc(F)c2)c2ccc(I)cc2[nH]1,-32.6*
CCCCCCCCCCCCCCCC(=O)OC[C@H](CSC[C@H](N)C(=O)N[C@@H](CO)C(=O)OC)OC(=O)CCCCCCCCCCCCCCC,81.2
CCOC(=S)SCc1cc(=O)oc2ccc(OC)cc12,65.1
CCOC(=O)C1=C(N)Oc2c(sc3c(F)cccc23)C1c1ccc([N+](=O)[O-])cc1 (stereo unspecified),162.8
O=C1C2C3C=CC(C3)C2C(=O)N1c1ncc([N+](=O)[O-])s1 (stereo unspecified),97.8
COc1cc2nccc(Oc3ccc(NC(=O)C4(C(=O)Nc5ccc(F)cc5)CC4)cc3)c2cc1OC(=O)c1ccc([N+](=O)[O-])cc1,92.9
Cc1ccc(S(=O)(=O)NCCNc2nccc(-c3c(-c4cccc(F)c4)nc4occn34)n2)cc1,98.6
CCCCCCN1C(=O)CN=C1Nc1ccc2cc3ccc(NC4=NCC(=O)N4CCCCCC)cc3nc2c1,50.1
N#CCc1nc2ccccc2s1,75.8
CNNC(=O)C(O)C(C)(C)CO (stereo unspecified),105.4
Cc1c/c(=N\NC(=O)Nc2ccccc2Cl)oc2cc(O)ccc12,97.9

# 4 successive entries from above, for reference:
SMILES,HL-60(TB)
CCCCCCN1C(=O)CN=C1Nc1ccc2cc3ccc(NC4=NCC(=O)N4CCCCCC)cc3nc2c1,50.1
N#CCc1nc2ccccc2s1,75.8
CNNC(=O)C(O)C(C)(C)CO (stereo unspecified),105.4
Cc1c/c(=N\NC(=O)Nc2ccccc2Cl)oc2cc(O)ccc12,97.9

# Source: PubChem (NCI)

# An excerpt, so the mix of outcomes need not match the whole.
